GAA850 FXN act: activators of GAA850 frataxin (FXN) promoter; HEK293 lucGAA850 FXN promoter luciferase reporter, 24 h; percent of 10 µM SAHA response; activation, % at 6 µM; hit rate 0.56% among 360,000; AID 540364;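 active = activation above the average of all compounds screened plus 3 SD, cutoff fixed separately per campaign, cut at about 7.5% in these data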;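 note: 0% = DMSO wells and 100% = 10 µM SAHA wells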
SMARCA2 act: SMARCA2 function activation, primary screen | MG213 cells, MMTV-luciferase reporter, dexamethasone, overnight | activation, % at 9.1 µM | hit rate 1% among 370,000 | AID 652017; in the data active = activation above about 7.8%;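 note: 0% = vehicle wells and 100% = reference activator wells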
hgDAF-12 ag: hgDAF-12 agonism, primary luciferase screen; HEK293 GAL4-hgDAF12 UAS-luciferase reporter, agonist luminescence; normalized to butyrate control; activation, % at 6.8 µM; hit rate 1.8% among 370,000; AID 687014;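 active = activation above a cutoff set at the mean of all screened compounds plus 3 SD, cut at about 10% in these data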;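 note: 0% = DMSO wells and 100% = sodium butyrate wells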
GC-A act: GC-A (human) enzyme activation | hit rate 0.14% among 370,000 | activation, % at 10 µM | P16066 | HEK293 GC-A cells, cGMP TR-FRET, EC30 ANP; 0% at EC30 ANP, 100% saturating ANP; in the data active = activation above about 40%
ADAM17 inh: inhibitors of human ADAM17. P78536. recombinant ADAM17, EDANS/DABCYL FRET peptide cleavage. inhibition, % at 6.95 µM. hit rate 0.83% among 370,000. AID 720648;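 active = inhibition above the mean of compounds lying between control limits plus 3 SD, set per campaign, cut at about 8.5% in these data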;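 note: 0% = DMSO-only wells as the low control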
hcDAF12 agonist: activates DAF-12 receptor from parasite H. contortus; HEK293 hcDAF-12 lit1-tk-luc reporter, luminescence; 0% DMSO, 100% Δ7-dafachronic acid; activation, % at 6.8 µM; hit rate 1.4% among 370,000; AID 652067;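 active = activation above the mean of all tested compounds plus 3 SD, cut at about 5.5% in these data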;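 note: 100% = response to 3 µM Δ7-dafachronic acid high control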
ADAM10 inh: ADAM10 inhibition, QFRET primary screen; recombinant ADAM10, EDANS/DABCYL FRET peptide cleavage, 3 h; O14672; hit rate 0.62% among 370,000; inhibition, % at 7 µM; AID 720582;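 active = inhibition above a per-campaign cutoff equal to the mean of compounds falling between control-based bounds plus 3 SD, cut at about 20% in these data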;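 note: 0% = DMSO wells while the 100% control is not disclosed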
Target sequence (O14672 214-748 limits assumed): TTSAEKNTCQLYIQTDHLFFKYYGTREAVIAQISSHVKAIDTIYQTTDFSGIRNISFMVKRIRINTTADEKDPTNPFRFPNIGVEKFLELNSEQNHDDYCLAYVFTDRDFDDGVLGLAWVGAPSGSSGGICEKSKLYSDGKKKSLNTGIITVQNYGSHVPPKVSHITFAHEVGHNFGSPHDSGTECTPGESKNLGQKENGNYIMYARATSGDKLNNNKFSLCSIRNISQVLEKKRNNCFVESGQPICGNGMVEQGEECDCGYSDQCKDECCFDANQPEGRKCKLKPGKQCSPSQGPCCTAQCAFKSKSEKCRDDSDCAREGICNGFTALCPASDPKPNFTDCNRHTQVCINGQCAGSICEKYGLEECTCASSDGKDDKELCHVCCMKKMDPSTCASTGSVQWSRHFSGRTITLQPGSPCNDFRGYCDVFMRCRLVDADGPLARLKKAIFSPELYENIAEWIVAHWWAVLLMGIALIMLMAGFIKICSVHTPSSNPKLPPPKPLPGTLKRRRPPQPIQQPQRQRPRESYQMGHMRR
DAX1 inh-1: inhibitors of human orphan nuclear receptor DAX1 (NR0B1); HEK293 Gal4-DAX1 luciferase reporter, luminescence; inhibition, % at 6.75 µM; hit rate 0.99% among 340,000; AID 504766;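 active = inhibition above the mean over all tested compounds plus 3 SD, cut at about 4.2% in these data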;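 note: 0% = DAX1-transfected cells with DMSO and 100% = empty-vector control cells with DMSO; inhibition shows as a rise in luminescence from relieved DAX1 repression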
Target sequence (P51843 207-470 limits assumed): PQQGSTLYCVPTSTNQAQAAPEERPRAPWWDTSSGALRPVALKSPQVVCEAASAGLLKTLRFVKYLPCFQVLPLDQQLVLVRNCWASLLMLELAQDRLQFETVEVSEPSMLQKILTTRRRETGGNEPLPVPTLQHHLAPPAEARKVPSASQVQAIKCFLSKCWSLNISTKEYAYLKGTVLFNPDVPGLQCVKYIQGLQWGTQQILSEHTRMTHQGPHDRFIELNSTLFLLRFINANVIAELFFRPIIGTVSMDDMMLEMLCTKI
PG9 binder: PG9 antibody binding by small molecule; TR-FRET gp120-PG9 antibody binding; inhibition, % at 6.7 µM; hit rate 0.43% among 360,000; in the data active = inhibition above about 8.5%
ssDAF12 agonist: activators of S. stercoralis DAF-12 nuclear receptor; HEK293 ssDAF-12/GRIP1 lit1-tk-luc reporter, luminescence; % of 3 µM dafachronic acid response; activation, % at 6.8 µM; hit rate 1% among 370,000;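 active = activation above the mean over all tested compounds plus 3 SD, cut at about 0.9% in these data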;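 note: 0% = DMSO-only wells and 100% = 3 µM delta7-dafachronic acid wells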
DAX1 inh-2: DAX1 (NR0B1) inhibition, primary screen; HEK293T StAR-luciferase reporter, SF-1/DAX-1 repression relief; inhibition, % at 6.8 µM; hit rate 1.1% among 370,000; AID 652010;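 active = inhibition above the mean over all tested compounds plus 3 SD, cut at about 3.6% in these data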;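 note: 0% = DAX-1 cells with DMSO and 100% = cells lacking DAX-1 with DMSO; higher inhibition means more luminescence from relief of DAX-1 repression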
An asterisk follows results filed as active; i = inactive; . = no result given. Rows were taken by chance. About 6.8% of those tested had a hit in this group.

SMILES | GAA850 FXN act | SMARCA2 act | hgDAF-12 ag | GC-A act | ADAM17 inh | hcDAF12 agonist | ADAM10 inh | DAX1 inh-1 | PG9 binder | ssDAF12 agonist | DAX1 inh-2
O=C(NCc1ccncc1)c1ccc(S(=O)(=O)Nc2ccccc2)cc1 | -1.3 | -4 | -2.5 | 0 | -6 | -0.2 | -5 | -0.6 | 0.7 | -0.6 | -0.9
CCn1c(SCC(=O)NCC2CCCO2)nc2c(c1=O)SC(C)C2 (stereo not given) | -1.4 | -2 | -3.0 | 4 | -1 | 1.2 | -6 | 0.2 | -0.1 | -0.6 | -0.2
CC1(C(=O)NC2CCCCCC2)CCC(=O)N1Cc1ccc2c(c1)OCO2 (stereo not given) | 1.5 | 0 | -0.9 | -4 | -2 | -0.7 | -3 | -0.3 | 0.3 | -1.5 | 0.1
Cc1ccc2[nH]cc(CCNC(=O)c3cccnc3)c2c1 | -1.6 | 0 | 1.2 | 0 | -5 | -2.4 | 0 | 0.4 | -0.2 | -1.8 | -0.7
Cc1cccc(C)c1NC(=O)C(c1ccc(-c2ccccc2)cc1)n1c(=O)c(-c2ccco2)nc2ccccc21 (stereo not given) | . | 4 | 2.3 | -10 | 0 | 4.2 | 4 | . | -0.4 | 0.7 | 2.0
CCOC(=O)c1c(C)n(CCO)c2ccc(O)cc12 | -2.4 | -4 | 0.1 | -4 | 6 | -1.1 | -4 | 0.3 | -4.9 | -0.8 | 0.1
Cc1ccc(NC(=O)c2sc3nc(N)c(C#N)cc3c2N)cc1 | 9.0* | 6 | 10 | 13 | -7 | 4.9 | -17 | -0.3 | 3.0 | -0.7 | 1.1
C=CCNS(=O)(=O)c1ccc(OCC(=O)OCC)cc1 | 1.8 | 1 | -0.4 | 10 | -5 | 0.9 | -13 | -0.3 | -1.5 | -1.1 | -0.1
COC(=O)[C@H](C(C)C)N(Cc1cn(CC2CCCCC2)nn1)S(=O)(=O)c1ccc(F)cc1Br | . | 0 | -0.6 | 2 | 4 | -1.4 | 4 | . | . | -2.0 | -1.9
CSCCC(NC(=O)c1ccccc1)C(=O)N1CCN(C(C)=O)CC1 (stereo not given) | 2.0 | 1 | 0.8 | 3 | 2 | 0.9 | -11 | 2.0 | 0.1 | -0.6 | -0.2
CCn1c(SCc2ccccc2Cl)nc2ccccc21 | 1.8 | 8 | 5.8 | -5 | 2 | 2.0 | 7 | 2.9 | -3.9 | -1.4 | 0.7
COc1cc2c(cc1OC)/C(=C/C(=O)c1ccc(F)cc1)NCC2 | 4.2 | 4 | 0.4 | -6 | -217 | -4.1 | i | -0.1 | 1.9 | -1.2 | 0.4
CC(C)Cn1cnc2c(c(-c3ccccc3)c(-c3ccccc3)n2Cc2ccco2)c1=N | -6.2 | 2 | 1.6 | -36 | -4 | -0.6 | -8 | -0.5 | -1.6 | -0.7 | -2.0
Cc1ccccc1OCc1n[nH]c(=S)n1Cc1ccccc1 | 3.9 | -4 | -2.9 | -3 | 1 | 1.2 | 4 | 1.0 | 0.5 | -1.0 | 0.6
CN1CC(c2ccc(C#N)cc2)C2(COc3ccccc3C2=O)C12C(=O)Nc1ccccc12 (stereo not given) | 2.4 | 0 | 0.0 | -18 | 6 | 0.8 | 16 | 0.9 | -1.4 | -0.5 | 0.7
Nc1[nH]c(C(=O)c2ccc(Br)cc2)c(-c2ccc(Br)cc2)c1C(=O)NCCc1c[nH]c2ccccc12 | . | -2 | 2.1 | -5 | 0 | 0.8 | -5 | . | -1.2 | 0.2 | -0.2
CCCc1cc(=O)[nH]c(SCC(=O)N2CCN(S(=O)(=O)c3ccc(Cl)cc3)CC2)n1 | -1.1 | -1 | 4.2 | -1 | 4 | 0.0 | 2 | 0.6 | 0.2 | -1.6 | -0.5
O=C(NC1CC1)c1ccc(-c2cnc3cccnn23)cc1 | 2.8 | 2 | 14* | 3 | i | 0.8 | i | . | 3.2 | -1.0 | 4.4*
Cc1ccc(C(=O)NC(C)c2ccc(S(N)(=O)=O)cc2)s1 (stereo not given) | -0.8 | 1 | 1.6 | -2 | -3 | 1.4 | -4 | -0.6 | -2.3 | -0.9 | -0.1
COc1ccccc1N(C(C)=O)c1nc(C)cc(C)c1C#N | -0.5 | -1 | 4.0 | -5 | -4 | 5.2 | -5 | -0.1 | 2.3 | 0.1 | -0.3
N#Cc1c(/N=C/c2cccs2)sc2c1CCC2 | 4.1 | 3 | 0.8 | 2 | -5 | 1.5 | -14 | 2.6 | -0.9 | -1.0 | 0.3
C#CCNc1ccc([N+](=O)[O-])cc1 | 1.2 | -1 | -0.5 | 3 | 0 | 0.3 | -2 | -0.8 | -0.7 | -1.0 | -0.5
CCOC(=O)C(=O)Nc1sc(C(=O)N(CC)CC)c(C)c1C#N | 0.4 | 5 | 1.8 | 4 | -3 | -0.5 | 5 | 0.9 | -1.2 | -1.7 | 0.2
N#Cc1c(-c2ccc(Cl)cc2)c(-c2ccc(Cl)cc2)nn(CCOC(=O)CCC(=O)O)c1=O | -2.5 | 0 | -3.8 | 1 | -60 | 0.1 | -212 | -0.3 | 1.4 | 0.5 | -1.8
Cn1c(=O)c2[nH]c(SCC(=O)NCCc3cccc(F)c3)nc2n(C)c1=O | . | -3 | -0.6 | 5 | 3 | -0.7 | -8 | . | . | -0.8 | -0.4
O=C(CN1CCN(c2ncccn2)CC1)N1CCc2ccccc21 | 1.9 | 2 | 1.0 | 2 | -3 | 0.1 | -2 | 0.1 | -3.5 | -0.5 | -0.2
O=C1NC(c2ccc3c(c2)OCO3)Nc2ccccc21 (stereo not given) | 1.1 | 1 | 1.8 | 2 | -191 | 0.6 | i | 0.7 | -2.5 | -1.1 | 1.0
O=C(NCCCNC(=O)c1cnccn1)c1ccc(Cl)c(Cl)c1 | 0.1 | -1 | -0.3 | -1 | -2 | -1.9 | -3 | 0.6 | -0.4 | -0.8 | 0.8
CCc1nc2ccc(C(=O)N3CCN(C(C)=O)CC3)cn2c1N(C=O)Cc1ccc(OC)cc1 | -1.6 | -1 | 0.6 | -3 | -3 | -0.1 | -5 | . | 0.0 | -0.8 | -0.6
Cn1c(-c2ccc[nH]c2=O)nc2cc(Cl)ccc21 | -0.6 | 1 | -0.1 | 1 | -225 | -0.6 | i | 0.2 | -0.1 | -0.5 | 0.7
COc1cc(NC(=O)COC(=O)CNS(=O)(=O)c2ccc(F)c(F)c2F)cc(OC)c1 | 0.8 | 2 | -0.6 | 2 | 3 | -2.1 | 8 | -0.2 | -1.7 | -0.2 | 0.8
CCN(Cc1cc2cc(C)ccc2[nH]c1=O)S(=O)(=O)c1ccccc1 | 0.3 | -4 | 0.0 | 2 | -13 | -1.6 | -37 | 0.2 | 2.9 | -1.9 | -0.7
COc1ccc(/C=N/NC(=O)CCn2nc(C)cc2C)cc1O | -1.1 | -1 | 0.3 | -1 | -3 | -2.1 | -5 | 2.5 | 0.7 | -0.5 | 0.5
CCOC(=O)C1CCN(C(=O)CCNS(=O)(=O)c2cc(Br)cnc2N)CC1 | 0.6 | 0 | 0.2 | -2 | -5 | -1.5 | -28 | 0.5 | -1.7 | -1.2 | 1.3
CC(C)C(=O)Nc1ccc2oc(-c3cc(F)c(F)cc3Cl)nc2c1 | 5.8 | -1 | -0.4 | 10 | -6 | -0.5 | -16 | -0.1 | 0.5 | -1.4 | -0.1
CCC1(c2ccccc2)NC(=O)N(CC(=O)Nc2ccc(S(N)(=O)=O)cc2)C1=O (stereo not given) | 0.8 | 3 | -1.1 | 5 | 0 | -0.1 | 3 | 0.7 | -1.2 | -1.4 | 0.0
COC(=O)[C@@]1(Cc2ccccc2)[C@H]2C(=O)N(C)C(=O)[C@H]2[C@H]2CN=C(SCc3ccc(C#N)cc3)N21 | -1.8 | -6 | -1.4 | -3 | -1 | 1.8 | -17 | 0.3 | -0.8 | -1.0 | 1.5
COC(=O)CSC1=C(C#N)C(c2ccccc2)CC(=O)N1 (stereo not given) | -1.0 | -3 | -4.1 | 2 | -2 | 1.4 | 4 | 0.3 | 0.0 | -1.9 | -0.3
Cc1nc(SCC(=O)NCC2COc3ccccc3O2)c2c(C)c(C)sc2n1 (stereo not given) | 2.5 | -1 | 0.1 | 1 | -4 | 0.8 | -4 | -0.9 | 0.0 | -1.4 | 0.0
O=C(O)c1cc(NC(=O)c2ccc([N+](=O)[O-])cc2)cc(NC(=O)c2ccc([N+](=O)[O-])cc2)c1 | 0.2 | -3 | 0.7 | 3 | -5 | -0.4 | -2 | -0.5 | 0.3 | -0.5 | -0.2

Part of the list above in another layout:
| SMILES | GAA850 FXN act | SMARCA2 act | hgDAF-12 ag | GC-A act | ADAM17 inh | hcDAF12 agonist | ADAM10 inh | DAX1 inh-1 | PG9 binder | ssDAF12 agonist | DAX1 inh-2 |
| --- | --- | --- | --- | --- | --- | --- | --- | --- | --- | --- | --- |
| COC(=O)[C@@]1(Cc2ccccc2)[C@H]2C(=O)N(C)C(=O)[C@H]2[C@H]2CN=C(SCc3ccc(C#N)cc3)N21 | -1.8 | -6 | -1.4 | -3 | -1 | 1.8 | -17 | 0.3 | -0.8 | -1.0 | 1.5 |
| COC(=O)CSC1=C(C#N)C(c2ccccc2)CC(=O)N1 (stereo not given) | -1.0 | -3 | -4.1 | 2 | -2 | 1.4 | 4 | 0.3 | 0.0 | -1.9 | -0.3 |
| Cc1nc(SCC(=O)NCC2COc3ccccc3O2)c2c(C)c(C)sc2n1 (stereo not given) | 2.5 | -1 | 0.1 | 1 | -4 | 0.8 | -4 | -0.9 | 0.0 | -1.4 | 0.0 |
| O=C(O)c1cc(NC(=O)c2ccc([N+](=O)[O-])cc2)cc(NC(=O)c2ccc([N+](=O)[O-])cc2)c1 | 0.2 | -3 | 0.7 | 3 | -5 | -0.4 | -2 | -0.5 | 0.3 | -0.5 | -0.2 |

Going on with the list.
SMILES | GAA850 FXN act | SMARCA2 act | hgDAF-12 ag | GC-A act | ADAM17 inh | hcDAF12 agonist | ADAM10 inh | DAX1 inh-1 | PG9 binder | ssDAF12 agonist | DAX1 inh-2
CCCCC(=O)Nc1cccc(-c2cn3ccccc3n2)c1 | 0.6 | 2 | 8.1 | 4 | -47 | 1.9 | -117 | 0.8 | -1.9 | -1.4 | 1.5
O=C(CSCCc1ccccn1)Nc1cccnc1Cl | -4.1 | 3 | -0.6 | 3 | -4 | -1.3 | -2 | 0.1 | -1.0 | -0.7 | -0.6
CCC(=O)c1cccc(-c2ccccc2)c1CC | -1.2 | -1 | -2.3 | -1 | -1 | -0.7 | -8 | 0.2 | 0.2 | -1.3 | -0.4
CC(C)CC(=O)NC(=S)Nc1nc(-c2ccc(Cl)cc2)cs1 | -0.6 | 1 | -0.3 | -2 | -3 | 1.7 | 2 | -0.9 | -0.7 | -1.1 | -0.1
Oc1cc(NCc2ccc(Cl)cc2)cc2cccnc12 | -0.5 | 0 | -1.4 | 0 | -5 | -2.9 | -5 | 0.7 | -2.3 | -1.2 | -0.6
Cc1cc(NC(=O)c2cc(-c3ccco3)on2)nn1Cc1ccc(Cl)cc1 | -0.9 | -4 | -2.9 | 0 | 4 | -3.7 | 10 | -1.9 | -1.2 | -2.9 | -2.9
CCN(CC)CCN(C(=O)/C=C/c1cccs1)c1nc2ccc(Cl)cc2s1 | 2.4 | 0 | 0.1 | -1 | -9 | 0.2 | -27 | 0.6 | -0.2 | -0.2 | -0.2

Assay outcomes deposited in PubChem by several laboratories.
